Source: PubChem
GAA glycogen mod = alters human alpha-glucosidase cleavage of glycogen. P10253. recombinant GAA, glycogen substrate, Amplex Red glucose oxidase fluorescence. Potency, µM (doses to about 76.4 µM), inactives show at the highest dose activity change, negative = inhibition, actives largely listed as inhibitors. 300,000 compounds, 0.38% hits. AID 2100; active = well fitted inhibition curve with a large enough effect; inconclusive = small, poorly fitted or top-dose-only effect, or another doubt; inactive = no such curve, though single readings can be large or run the other way;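 note: 0% = full enzyme reaction and -100% = no-enzyme basal signal; the screen sought inhibitors and activators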
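Recombinant human enzyme (4 nM); glycogen substrate; 37 C, 40 min, pH 5.0. Readout: coupled glucose oxidase/Amplex Red fluorescence.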
The depositor's hits bear a star; ? = inconclusive; & = joins results of further samples; [ ] = another dose, or the depositor's remark. Potency is the fitted concentration of half-maximal effect. Some of the compounds tested, so the mix of outcomes need not match the whole.

Molecule | GAA glycogen mod
Nc1nonc1-n1nnc(C(=O)N/N=C/c2c(Cl)cccc2Cl)c1CN1CCOCC1 | -0.4%
COc1cc2cc(C(=O)N3CCN(Cc4ccc5c(c4)OCO5)CC3)[nH]c2cc1OC | 1.9%[76.3 µM]
Cc1ccc(/C(O)=C2\C(=O)C(=O)N(C)C2c2ccc(F)cc2)cc1 (stereo not drawn) | -6.4%[76.3 µM]
CCC(Oc1ccc(C)c(C)c1)C(=O)N1CCCN(C)CC1 (stereo not drawn) | 0.9%[76.3 µM]
CC(C)Nc1ccc(-c2nc(-c3ccco3)no2)cc1[N+](=O)[O-] | -1.7%[76.3 µM]
CCOC(=O)c1ccc(N2C(=O)c3n[nH]c(C)c3C2c2ccc(OCC)cc2)cc1 (stereo not drawn) | -21.8%[76.3 µM]
Cc1ccccc1NC(=O)Cc1nnc(SCC(=O)NC2=NCCS2)n1C | 6.2%
COc1ccc(NC(=O)Nc2cccs2)cn1 | -6.3%

(continued)
Molecule | GAA glycogen mod
NC(=O)c1cccc(CS(=O)(=O)c2ccc(Cl)cc2)c1 | 3.7%
COc1cc(C(=O)NCCSc2ccc(Cl)cc2)cc(OC)c1OC | 0.4%
CN(C)CCNC(=O)c1sc2nc(-c3ccccc3)cc(C(F)(F)F)c2c1N | -2.0%[76.3 µM]
O=C(NC(=S)NCc1ccco1)c1cccc(Cl)c1 | -3.3%[76.3 µM]
Cc1c(CN2CC[C@@H](N3CCN(c4ccccn4)CC3)[C@H](O)C2)[nH]c2ccc(F)cc12 | -5.0%[76.3 µM]
CC1CCN(C(=O)CCNC(=O)c2ccccc2)CC1 | -9.4%
COc1ccc(NC(=S)N(C(C)C)C2CCN(C(C)C)CC2)cc1Cl | -2.3%
O=C(NCc1cccc(Cl)c1)c1ccc2c(Cl)c3c(nc2c1)CCCC3 | 13.8%[76.3 µM]

Reformatted: 2 of the compounds above
GAA glycogen mod | molecule
3.7% | NC(=O)c1cccc(CS(=O)(=O)c2ccc(Cl)cc2)c1
-6.4%[76.3 µM] | Cc1ccc(/C(O)=C2\C(=O)C(=O)N(C)C2c2ccc(F)cc2)cc1 (stereo not drawn)

The listing continues:
Molecule | GAA glycogen mod
CCC1C(=O)C(CC)C(c2ccccc2)NC1c1ccccc1 (stereo not drawn) | 0.4%
Cc1ccc(C)c(NS(=O)(=O)c2ccc3c(c2)NC(=O)CO3)c1 | -5.5%[76.3 µM]
CN(CC(=O)NCCc1ccc(F)cc1)Cc1ccc(Br)cc1 | -2.3%
COc1ccc(C(=O)Nc2nc3c(s2)Cc2c(Br)ccc(OC)c2-3)cc1OC | 14.2%[76.3 µM]
O=C(NC(=S)NNC(=O)c1ccccc1O)c1cccs1 | 3.2%
Cc1ccc(C)c(NS(=O)(=O)c2ccc3c(c2)NC(=O)CCS3)c1 | -1.3%[76.3 µM]
Cc1cccc(C(=O)Nc2cc3c(cc2N2CCOCC2)n(C)c(=O)n3C)c1 | -1.9%[76.3 µM]
CCC(C)(C)NC(=O)C(c1sccc1C)N(Cc1ccco1)C(=O)c1csnn1 (stereo not drawn) | 4.3%

Part of the list above in another layout:
GAA glycogen mod	SMILES
4.3%	CCC(C)(C)NC(=O)C(c1sccc1C)N(Cc1ccco1)C(=O)c1csnn1 (stereo not drawn)
-5.5%[76.3 µM]	Cc1ccc(C)c(NS(=O)(=O)c2ccc3c(c2)NC(=O)CO3)c1
-1.9%[76.3 µM]	Cc1cccc(C(=O)Nc2cc3c(cc2N2CCOCC2)n(C)c(=O)n3C)c1

(cont.)
Molecule | GAA glycogen mod
CCc1ccc(CNC(=O)c2cc3n(n2)CCCN(Cc2ccccc2)C3=O)cc1 | -7.4%[76.3 µM]
O=C(O)c1cc(-c2ccc(Cl)cc2)n(-c2ccc(F)cc2)n1 | -5.6%
CC(C)Cn1c(-c2ccccc2Cl)nc2ccccc21 | 11.4%[76.3 µM]
Cc1cc(C)cc(NS(=O)(=O)c2c(C(=O)N3CCOCC3)c(C)n(C)c2C)c1 | 1.3%[76.3 µM]
COc1ccc(OCc2cc(C(=O)N(C)CC3CCCCO3)no2)c(Cl)c1 (stereo not drawn) | 1.9%[76.3 µM]
COc1ccc(Cl)cc1S(=O)(=O)N(C)CC(=O)NCc1ccc2c(c1)OCO2 | -12.2%
Cc1ccc(C(=O)NC(=O)CSc2nncn2C)cc1 | 1.0%[76.3 µM]
CC(=O)C(Sc1nnnn1-c1ccc(O)cc1)c1ccccc1 (stereo not drawn) | -1.7%

(more compounds)
Molecule | GAA glycogen mod
Cc1ccccc1Nc1c2c(nc3nncn13)CCC2 | -5.7%[76.3 µM]
Cc1ccc(Cl)cc1N1CCN(C(=O)c2cc(S(=O)(=O)N3CCCC3)c[nH]2)CC1 | -0.9%[76.3 µM]
COc1ccc(-c2csc(N(CCCN(C)C)C(=O)c3ccc(F)cc3)n2)cc1 | 1.9%[76.3 µM]
CCOC(=O)N1CCN(C(=O)CCS(=O)(=O)c2ccc3c(c2)CC(C)N3C(=O)CC)CC1 (stereo not drawn) | 0.5%[76.3 µM]
Cc1cccc(Cn2c(=O)n(CCC(=O)NCc3ccc4c(c3)OCO4)c(=O)c3sccc32)c1 | -7.7%[76.3 µM]
COc1ccc(CNCc2c(F)cccc2F)cc1OC | -13.3%[76.3 µM]
Cc1cc(C)c(S(=O)(=O)N2CCCC2=O)cc1N(C)S(C)(=O)=O | 20.2%[76.3 µM]
COc1cccc(/C=C/c2nc(C#N)c(NC3CCCCC3)o2)c1 | -3.0%[76.3 µM]

Following part
Molecule | GAA glycogen mod
Cc1csc(NC(=O)c2ccc3nc[nH]c3c2)n1 | 8.3%
CC(C)c1ccc(NC(=O)c2ccc3c(O)c(S(=O)(=O)c4ccccc4)c(=O)[nH]c3c2)cc1 | 2.5%[76.3 µM]
Cc1ccc2oc3c(c(=O)c2c1)C(c1cccc(O)c1)N(Cc1ccccc1Cl)C3=O (stereo not drawn) | -4.4%[76.3 µM]
COc1cccc(C(C)NC(=O)c2ccncc2)c1 (stereo not drawn) | 0.4%[76.3 µM]
Cc1cc(C)c2oc(-c3cccc(NC(=O)c4cccc(F)c4)c3C)nc2c1 | 7.7%[76.3 µM]
CC1CCN(c2cc3c(cc2F)c(=O)c(S(=O)(=O)c2ccc(Cl)cc2)cn3C)CC1 | 4.1%[76.3 µM]
CC(C)c1ccc(C2NC(=O)c3c(sc4c3CCN(C)C4)N2)cc1 (stereo not drawn) | 5.2%[76.3 µM]
Cc1ccc(-c2n[nH]c(=O)c3ccccc23)cc1S(=O)(=O)NCC1CCCO1 (stereo not drawn) | 3.9%

(next part)
Molecule | GAA glycogen mod
COc1ccc(C(c2c(C)[nH][nH]c2=O)c2c(C)[nH][nH]c2=O)cc1Br | 2.8%[76.3 µM]
Cc1ccc(O)c(C(=O)CC(=O)c2ccc(C(C)(C)C)cc2)c1 | -10.4%[76.3 µM]
CCCN1Cc2cccc(C(=O)Nc3ccc(C(C)=O)cc3)c2C1=O | -11.7%[76.3 µM]
CSCCC(NC(=O)c1ccccc1Br)C(=O)NC(C)CCc1ccccc1 (stereo not drawn) | -1.3%[76.3 µM]
O=C(O)c1ccccc1Nc1ccc([N+](=O)[O-])c2nonc12 | -1.4%
O=C(NCc1cccs1)c1ccc(CS(=O)Cc2cccc(Cl)c2)o1 (stereo not drawn) | 0.5%[76.3 µM]
O=C(c1cc2cc(Cl)ccc2[nH]1)N1CCN(c2ccccn2)CC1 | 15.4%[76.3 µM]
O=C(N/N=C/c1cccnc1)c1cccc(NC(=O)c2cccc(Br)c2)c1 | -2.1%

The listing continues:
Molecule | GAA glycogen mod
O=C(CSc1c2c(nc3ccc(Cl)cc13)CCCC2)NCc1ccccc1Cl | -4.9%[76.3 µM]
Cc1ccc(NS(=O)(=O)c2ccc3c(c2)NC(=O)CCS3)cc1C | -0.2%[76.3 µM]
CC(=O)c1cccc(S(=O)(=O)N2CCCC(c3nc4c(nnn4Cc4cccc(Cl)c4)c(=O)[nH]3)C2)c1 (stereo not drawn) | -2.1%[76.3 µM]
Cc1nnsc1C(=O)N1CCCC(Nc2ccc(F)c(F)c2)C1 (stereo not drawn) | 6.7%[76.3 µM]
COCCC(=O)N1CCC(Oc2ccc(C(=O)N(C)Cc3cc(C)no3)cc2)CC1 | 3.4%[76.3 µM]
O=C(CCl)NC(Cc1c[nH]c2ccc(OCc3ccccc3)cc12)C(=O)O (stereo not drawn) | -1.2%[76.3 µM]
Fc1ccc(Nc2c(-c3ccccn3)nc3ccc(Cl)cn23)cc1 | ?
CCc1ccccc1NC(=O)NCc1ccccn1 | -0.4%[76.3 µM]

Pulled by compound from the entries so far, 2 records:
Molecule | GAA glycogen mod
Fc1ccc(Nc2c(-c3ccccn3)nc3ccc(Cl)cn23)cc1 | ?
CCc1ccccc1NC(=O)NCc1ccccn1 | -0.4%[76.3 µM]

Continued:
Molecule | GAA glycogen mod
O=S(=O)(c1ccccc1Br)N1CCN(c2ncccn2)CC1 | 3.3%
Cc1ccccc1NC(=O)CN1C(=O)COc2ccc(S(=O)(=O)N3CCCC3)cc21 | 9.1%[76.3 µM]
COc1ccc(OC)c(-c2noc(N3CCN(c4cc(C)ccc4C)CC3)n2)c1 | 0.9%[76.3 µM]
Cc1ccc(NC(=O)c2cc(S(=O)(=O)N3CCCCC3)c[nH]2)cc1N(C)C | -6.5%[76.3 µM]
O=C(NCCCCc1ccccc1)c1ccccc1F | 2.2%[76.3 µM]
Cc1ccc(C)c(NC(=O)CN(C)C(=O)c2cccc(S(=O)(=O)N3CCN(Cc4ccccc4)CC3)c2)c1 | -7.0%[76.3 µM]
COC(=O)c1sccc1NC(=O)Nc1cccc(C)c1C | -7.0%[76.3 µM]
O=C(CCCCC(=O)Nc1ccccc1)Nc1ccccc1 | 16.0%[76.3 µM]

(further entries)
Molecule | GAA glycogen mod
CCOC(=O)[C@@H]1[C@H]2COc3cc(OC)ccc3[C@@H]2N2C(=O)N(c3cccc(F)c3)C(=O)[C@]12C | 13.0%[76.3 µM]
Cc1ccccc1N(C)C(=O)c1noc2c1COc1ccccc1-2 | 11.2%[76.3 µM]
Cc1ccc2nc(Cl)c3cc(C(=O)NC4CCCCCC4)sc3c2c1 | -1.1%[76.3 µM]
COc1ccc2c(c1)c(=O)c(C(=O)c1ccc(Cl)cc1)cn2CC(=O)Nc1ccc2c(c1)OCCO2 | -13.4%[76.3 µM]
COc1ccc2c(C)c(CCC(=O)NC3CC3)c(=O)oc2c1C | 21.7%[76.3 µM]
CCCCN1C(C(=O)c2ccccc2)=C(OC(C)=O)c2ccccc2S1(=O)=O | -1.7%[76.3 µM]
CC(=O)Oc1ccc2c3c(c(=O)oc2c1)CCCC3 | 9.3%[76.3 µM]
COc1ccc(NC(=O)Cn2nnc(C(=O)NCc3cccs3)c2N)cc1 | -5.1%&-1.7%[76.3 µM]

(further entries)
Molecule | GAA glycogen mod
COc1ccc(C2(C)NC(=O)N(CC(=O)NCc3ccccc3)C2=O)cc1OC (stereo not drawn) | 3.2%
O=C(NC1CC1)c1ccc(Cn2c(SCc3ccc(F)cc3)nc3cccnc32)cc1 | 12.5%[76.3 µM]
CCOc1ncccc1C(=O)N(CC)CC(=O)NCc1ccc(F)cc1 | 3.4%
Cc1ccc(Nc2ncc(C(=O)N3CCN(c4ccc(F)cc4)CC3)c3ccccc23)cc1Cl | -9.8%[76.3 µM]
Cc1c(C(=O)Nc2ccc(-c3nc4cc(Cl)ccc4o3)cc2)oc2ccccc12 | -8.8%[76.3 µM]
COc1ccccc1N(C(=O)c1snc(C(N)=O)c1N)C(C(=O)NC1CCCCC1)c1cccc(OC)c1OC (stereo not drawn) | -6.4%
COc1ccc(C(=O)NCCC(=O)NCc2cc(=O)n(C)c(=O)n2C)cc1 | -1.6%[76.3 µM]
CC(C)(C)OC(=O)N1CCC(c2nnc(SCc3ccccc3F)o2)CC1 | 8.7%[76.3 µM]

(continued)
Molecule | GAA glycogen mod
O=C(NCCCc1ccccc1)c1ccc(CS(=O)Cc2ccc(Cl)cc2)o1 (stereo not drawn) | -2.0%[76.3 µM]
Cc1cccc(-c2nnc(SCC(=O)Nc3cc(C)on3)n2C)c1 | -8.2%
CS(=O)(=O)Nc1ccccc1N=C(c1ccccc1)c1ccccc1 | ?
COc1cc2c(cc1OC)C(c1ccccc1C)CC(=O)N2 (stereo not drawn) | 1.2%[76.3 µM]
COc1cccc2cc(C(=O)Nc3ccccc3C)/c(=N/NS(=O)(=O)c3ccccc3)oc12 | -8.1%[76.3 µM]
CCOC(=O)C1CCCN(C(=O)Cn2ncc3c(C)n(Cc4ccccc4F)c(C)c3c2=O)C1 (stereo not drawn) | -8.7%[76.3 µM]
O=C(Nc1ccc(OC(F)(F)F)cc1)C1CCCN(S(=O)(=O)c2cnc[nH]2)C1 (stereo not drawn) | -6.1%[76.3 µM]
COc1cc(CC(NC(C)=O)C(=O)NC2CCN(C(=O)c3ccc(C)cc3)CC2)cc(OC)c1 (stereo not drawn) | -2.1%

The results go on:
Molecule | GAA glycogen mod
CCOC(=O)N1CCN(CC(O)COc2ccc(C(C)C)c(C)c2)CC1 (stereo not drawn) | -1.8%
Cc1ccccc1NC(=S)NNC(=O)c1ccco1 | ?
Cc1ccccc1CNC(=O)CN1C(=O)CCCc2ccccc21 | 8.7%[76.3 µM]
Cc1ccc2onc(CC(=O)N3CCN(c4ccc(Cl)cc4)CC3)c2c1 | 1.5%[76.3 µM]
CCCCC(=O)Nc1ccc(NCc2ccc(C)s2)cc1 | -4.2%
COc1cccc(CNC(=O)C2CCN(C(=O)N3CCOc4ccc(Cl)cc43)CC2)c1OC | -6.1%[76.3 µM]
Cc1ccc(NC(=O)C2CCN(C(=O)c3cnn(-c4ccccc4)c3-n3cccc3)CC2)cc1 | -14.1%[76.3 µM]
O=C(O)c1ccc2oc(=O)c(S(=O)(=O)c3ccccc3)cc2c1 | -1.8%
